uPA generation = inhibitors of cell surface uPA generation; cell surface uPA generation assay, qHTS; Potency, µM (doses to about 38.3 µM), inactives show at the highest dose activity change, negative = inhibition, hits mostly inhibitors; 330,000 compounds, 0.31% hits; AID 540303; active = well fitted inhibition curve with a large enough effect; inconclusive = small, poorly fitted or top-dose-only effect; inactive = no such curve, though single readings can be large or run the other way; tested in mouse RAW 264.7 cells; note: potency is the fitted concentration of half-maximal effect; % is set by controls: 0 for no effect and ±100 for the full control effect; nearly all actives have a fitted effect of over 55% in size
Coupling enz = counter-screen for Giardia aldolase inhibitors: coupling enzyme system. coupling enzyme system counterscreen, AmpLite Red fluorescence. activity change, negative = inhibition, % at 58.2 µM, hits read low. 290,000 compounds, 0.67% hits; in the data active = activity change below about -30%; note: % is set by controls: 0 for no effect and ±100 for the full control effect
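Counterscreen of the coupled detection system alone, without aldolase: glyceraldehyde-3-phosphate coupling enzymes plus AmpLite Red readout. Compounds at 57.5 uM final, 10 min RT preincubation, 20 min RT reaction, fluorescence 525/598 nm.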
FLuc modulator = inhibits or activates purified firefly luciferase, miR-21 counter-screen; P08659; purified FLuc, Km substrates, luminescence inhibition; Potency, µM (doses to about 57.5 µM), inactives show at the top dose activity change, negative = inhibition, actives largely listed as inhibitors; 360,000 compounds, 6.9% hits; AID 588342;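 note: potency is the fitted concentration of half-maximal effect; plate controls were vehicle for no effect and reference inhibitor for full effect; nearly all actives have a fitted effect of over 55% in size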
Target sequence (P08659 whole entry, looked up): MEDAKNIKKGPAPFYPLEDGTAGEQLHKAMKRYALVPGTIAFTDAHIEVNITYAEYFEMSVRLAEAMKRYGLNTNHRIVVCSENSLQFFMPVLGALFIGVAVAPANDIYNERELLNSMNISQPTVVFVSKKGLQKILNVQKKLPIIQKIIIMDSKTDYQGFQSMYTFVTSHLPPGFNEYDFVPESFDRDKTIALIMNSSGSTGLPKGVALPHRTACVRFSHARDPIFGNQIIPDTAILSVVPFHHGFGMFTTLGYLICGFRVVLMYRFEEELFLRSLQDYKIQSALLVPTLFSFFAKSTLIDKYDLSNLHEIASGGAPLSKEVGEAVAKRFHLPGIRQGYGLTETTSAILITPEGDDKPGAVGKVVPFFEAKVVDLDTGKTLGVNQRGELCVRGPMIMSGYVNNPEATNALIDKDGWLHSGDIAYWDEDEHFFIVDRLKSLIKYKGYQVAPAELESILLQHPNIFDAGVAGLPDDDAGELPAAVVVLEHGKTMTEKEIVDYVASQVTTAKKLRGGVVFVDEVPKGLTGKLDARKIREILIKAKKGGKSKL
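Purified P. pyralis luciferase, 10 nM final, with Km-level 10 uM D-luciferin and 10 uM ATP in 50 mM Tris acetate pH 7.5, 10 mM Mg acetate, 0.01% Tween-20, 0.05% BSA; 6-point qHTS titration about 60 µM downward; luminescence read.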
KCNH2 3.1 inh = blocks the human KCNH2 3.1 channel isoform | U2OS KCNH2 3.1, thallium flux FluxOr; hits give low values | activity change, % (tested at about 1.8 µM) | 340,000 compounds, 0.95% hits;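 active = maximum activity change below -70%; inconclusive = maximum activity change from -70% to -50%; inactive = maximum activity change above -50%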;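 note: thallium influx rate constant from kinetic fluorescence after stimulation buffer; % is set by controls: 0 for no effect and ±100 for the full control effect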
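FluxOr-based Tl+ influx in U2OS cells transduced with KCNH2 3.1 virus; rate constants normalized to DMSO controls.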
Tb PFK inh = T. brucei PFK enzyme inhibition | O15648 | T. brucei PFK, ADP-Glo luminescence | Potency, µM (series often up to 57.5 µM), for the others: at the highest dose activity, negative = inhibition, actives largely listed as inhibitors | 330,000 compounds, 0.17% hits | AID 485367;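 note: potency is the fitted concentration of half-maximal effect; 0% = uninhibited 1x PFK enzyme wells and -100% = no-enzyme wells; nearly all actives have a fitted effect of over 60% in size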
Target sequence (O15648 whole entry, looked up): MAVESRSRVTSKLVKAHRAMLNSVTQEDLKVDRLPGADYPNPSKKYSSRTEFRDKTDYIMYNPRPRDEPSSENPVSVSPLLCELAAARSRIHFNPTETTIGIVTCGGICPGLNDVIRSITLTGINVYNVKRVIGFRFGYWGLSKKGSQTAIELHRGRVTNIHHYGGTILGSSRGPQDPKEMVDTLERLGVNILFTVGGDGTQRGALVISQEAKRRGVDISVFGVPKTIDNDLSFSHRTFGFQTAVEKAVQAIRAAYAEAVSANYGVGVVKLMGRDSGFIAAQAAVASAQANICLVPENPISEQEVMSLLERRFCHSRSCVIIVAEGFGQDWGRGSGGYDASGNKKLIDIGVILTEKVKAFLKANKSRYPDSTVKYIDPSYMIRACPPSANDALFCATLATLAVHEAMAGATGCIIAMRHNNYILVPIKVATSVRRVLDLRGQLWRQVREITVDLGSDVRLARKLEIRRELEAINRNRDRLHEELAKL
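In TEA buffer at pH 8.0 with 5 mM MgCl2, enzyme (1.25 nM) converted F6P (0.5 mM) and ATP (0.1 mM) for 45 min at room temperature. ADP product was read by luciferase luminescence.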
ELG1 genotox = genotoxicity induction in ELG1-luciferase HEK293T cells; HEK293T ELG1-luciferase reporter, luminescence, 16 h; Potency, µM (top dose mostly 46 µM), for the others: top-dose activity change, positive = activation, usual class: activators; 330,000 compounds, 1.3% hits; note: potency is the fitted concentration of half-maximal effect; % of control where 0% means no effect; nearly all actives have a fitted effect of over 60% in size
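Reporter readout depends on ELG1 protein level, which increases with genetic stress. After 16 hr compound exposure at 37 °C, luciferase activity was quantified using ONE-Glo.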
VP16 counter = counter-screen for ROR gamma inhibitors: Gal4-VP16 reporter. AID 2546. 310,000 compounds, 3.5% hits. Drosophila S2 Gal4-VP16 UAS-luciferase, luminescence, 20 h. Potency, µM (top dose mostly 53.6 µM), without a hit: at the highest dose activity, negative = inhibition, usual class: inhibitors;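 note: Gal4-VP16 expression switched on by copper sulfate through the metallothionein promoter; potency is the fitted concentration of half-maximal effect; % is set by controls: 0 for no effect and ±100 for the full control effect; nearly all actives have a fitted effect of over 50% in size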
Giardia killer = Giardia lamblia killing; Giardia lamblia trophozoite viability; 340,000 compounds, 0.15% hits; AID 540267; activity change, % at 7.66 µM, hits read low; in the data active = activity change below about -80%; inconclusive = between about -30% and that limit;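 note: parasites exposed to compound for two days anaerobically before the ATP read; % is set by controls: 0 for no effect and ±100 for the full control effect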
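Giardia trophozoites, 100 cells per well, were exposed to compounds for 48 hrs at 37 deg C under anaerobic conditions; viability was then read as ATP content by bioluminescence after 15-30 min at room temperature.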
NPC1 promoter act = NPC1 promoter activation. Huh7 NPC1 promoter luciferase reporter, 24 h. Potency, µM (highest dose often 9.22 µM), without a hit: at the top dose activation, hits mostly activators. 320,000 compounds, 2.4% hits;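 note: potency is the fitted concentration of half-maximal effect; % of control where 0% means no effect; nearly all actives have a fitted effect of over 60% in size; reporter is driven by a mutant NPC1 promoter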
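Compounds in DMSO were transferred onto Huh7 NPC1-luciferase reporter cells pre-incubated 2 h; after 24 h at 37 °C, Amplite reagent was dispensed and luminescence recorded 10 min later.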
RORgamma inh = blocks mouse ROR gamma transcriptional activity; Potency, µM (series often up to 53.6 µM), for the others: at the highest dose activity change, negative = inhibition, actives largely listed as inhibitors; Drosophila S2 Gal4-RORgamma UAS-luciferase reporter, 20 h; P51450; 310,000 compounds, 5.4% hits; AID 2551; note: potency is the fitted concentration of half-maximal effect; % is set by controls: 0 for no effect and ±100 for the full control effect; nearly all actives have a fitted effect of over 60% in size
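Luciferase reporter read in Schneider cells carrying Gal4-RORγ (mouse) and UAS-Photinus luciferase; cells given compound 1 h before 700 uM copper sulfate induction, then incubated 20 h at ambient temperature.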
Rab9 prom act = activators of Rab9 promoter | Potency, µM (titrated, usually from 9.22 µM), for inactives: at the highest dose activation, negative = inhibition, most hits filed as activators | Huh7 Rab9 promoter-luciferase reporter, luminescence, 24 h | 320,000 compounds, 2.8% hits; note: potency is the fitted concentration of half-maximal effect; % of control where 0% means no effect; nearly all actives have a fitted effect of over 60% in size
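Cells were plated at 1500 per well in reduced-serum medium with 10% FBS and left 2 h. Compound in DMSO was then added for 24 h at 37 °C. Reporter signal was read by luminescence after 10 min with luciferase detection reagent.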
Numbers without * were called inactive; ? = inconclusive; · = no result given; & = joins results of further samples; [ ] = dose if it differs, or a comment. Unless noted, calls come from the whole dose curve; as a rule, active = well fitted curve in the direction sought with a large enough effect; inconclusive = small, poorly fitted or top-dose-only effect, or another doubt; inactive = no such curve, though single readings can be large; an effect the other way counts as inactive or inconclusive.

SMILES | uPA generation | Coupling enz | FLuc modulator | KCNH2 3.1 inh | Tb PFK inh | ELG1 genotox | VP16 counter | Giardia killer | NPC1 promoter act | RORgamma inh | Rab9 prom act
CCOC(=O)c1cnc2c(N=Nc3ccccc3)c(N)nn2c1N | -6% | 1 | 0.95µM* | -14 | -1% | ? | ? | -27 | 1.1µM* | -34% | 1.1µM*
CS(=O)(=O)N(CC(=O)O)c1cc(C(F)(F)F)ccc1Cl | 10% | · | -2% | 5 | 0% | -1% | · | -2 | -1% | · | 4%
Cc1ccc2c(c1)NCC(C(=O)NCc1ccccc1)O2 (stereo not given) | -3% | 2 | 0% | -2 | -3% | 1% | 2% | -14 | 0% | 8% | -1%
CN(C(=O)CSc1nnc(C2CC2)n1C1CC1)C1(C#N)CCCCC1 | -1% | · | · | 12 | -2% | 0% | · | -1 | -7% | · | 4%
COCCOC1CCN(C(=O)c2cc(COc3ccc(F)cc3F)on2)CC1 | 13% | 0 | -1% | -13 | 6% | 3% | 10% | 25 | -3% | 16% | 16%
Cc1ccccc1Cn1cc(/C=N/n2cnnc2)c2ccccc21 | -2% | 1 | 0% | 12 | -8% | 11% | · | 5 | -4% | -1%[0.365 µM] | 2%
COc1ccccc1CN(C)c1nnnn1-c1ccccc1 | -24% | 1 | -1% | 15 | 1% | 2% | -1%[10 µM] | ? | -2% | -1% | -4%
FC(F)(F)c1cnc(N/N=C/c2ccncc2)c(Cl)c1 | 2% | 0 | 1% | 3 | 1% | 2% | ? | -18 | 2% | 13µM* | 1%
Cc1cccc(C(=O)N=C2SC3CS(=O)(=O)CC3N2c2ccccc2)c1 (stereo not given) | 17% | · | -1% | -5 | 10% | 1% | · | -19 | -1% | · | -5%
CCCC(C(=O)n1nc(C)cc1C)C(NS(=O)(=O)c1ccc(C)cc1)c1ccccc1 (stereo not given) | 8% | -6 | 0% | -18 | -7% | -7% | 1% | -1 | -4% | 3% | -3%
CCOC(=O)C1=C(C)N(c2ccccc2)C(=O)C1 | · | 0 | 3% | -25 | 3% | -1% | 3% | 10 | -1% | ? | -5%
COC(=O)CNC(=O)c1ccccc1C | 4% | -1 | 2% | 0 | 4% | 0% | 8% | -10 | 4% | -17% | -5%
COc1ccc(CC(=O)N2N=C(C)CC2(O)C(F)(F)F)cc1 (stereo not given) | 7% | 3 | 1% | 10 | 7% | 0% | 8.9µM* | -12 | -3% | 7.9µM* | -2%
COc1ccc(NC(=O)[C@@H](NC(=O)c2ccccc2F)C(C)C)cc1S(=O)(=O)N1CCOCC1 | -1% | 3 | 2% | 8 | 2% | -1% | -17% | 9 | -2% | 9% | -4%
Cc1cc(C(=O)N/N=C/c2ccc(-c3ccc([N+](=O)[O-])cc3Cl)o2)n[nH]1 | 0% | 0 | -4% | 4 | 0% | 0% | -15% | -1 | 2% | -29% | -4%
O=C(Nc1cccc(F)c1)c1ccc(CSc2ccccc2)o1 | 1% | 0 | 19µM* | 5 | 5% | 19% | ? | -5 | 23% | ? | 21%
O=S(=O)(/N=C(/Nc1cc(N2CCOCC2)ncn1)c1ccc(F)cc1)c1ccccc1 | 5%&-11% | -1 | -1% | -20&-11 | -1% | 8% | 1% | -3&10 | 13% | -6% | 17%
Cn1nnc(NC(=O)c2cccc(F)c2)n1 | 2% | 8 | 1% | 25 | -1% | 5% | -5% | 7 | -3% | -7% | -1%
CCOC(=O)c1nc(NCc2cccc(OC)c2)c2ccccc2n1 | 2% | -1 | 4% | 10 | -6% | -11% | 24% | 24 | -3% | -13% | 5%
CSc1nc(SCC(=O)O)c2c3c(sc2n1)COC(C)(C)C3 | -9% | 6 | ? | 4 | 2% | 2% | 0% | 13 | -4% | 19% | -4%
COC(=O)/C(=C/c1c[nH]c2ccccc12)[N+](=O)[O-] | 3% | -18 | 19µM* | 3 | 0% | -2% | 20µM* | 4 | 5% | ? | 12%
Cc1cccc(N(CC(=O)NCCSCc2ccco2)S(=O)(=O)c2ccccc2)c1 | -1% | 2 | 3% | -7 | -2% | -4% | 24% | -10 | 0% | 44% | -4%
CC(=O)C1=C(O)C(=O)N(c2nccs2)C1c1ccccc1 (stereo not given) | 5% | -2 | 7% | · | 4% | -1% | 21% | -19 | 0% | 1% | 0%
O=C(NCCN1CCOCC1)c1cc(Cl)ccc1[N+](=O)[O-] | · | 2 | 3% | · | 1% | 0% | 2% | · | -1% | 3% | 3%
COCc1cc(=O)oc2cc(NS(=O)(=O)c3ccc(C)cc3)ccc12 | 2% | -3 | -2% | -3 | 0% | 1% | -3% | -10 | -2% | -2% | -2%
Cc1ccc(OCCCN2C(=O)C(=O)c3cc(C)ccc32)cc1 | 6% | -2 | 1% | 16 | 0% | -3% | -9% | ? | -8% | 9% | -2%
Cc1ccc(S(=O)(=O)N2CCN(C(=O)CCC(=O)OCC(=O)Nc3cccc(C#N)c3)CC2)cc1 | 2% | 5 | 6% | 19 | -8% | 3% | -3% | 14 | -2% | 7% | -2%
Cc1c(NC(=O)C(C)N2C(=O)NC3(CCC(C)CC3)C2=O)c(=O)n(-c2ccccc2)n1C (stereo not given) | 2% | 1 | -1% | -9 | 2% | 2% | -3% | 14 | 1% | 5% | -1%
COc1ccccc1CCNC(=O)c1cc(COc2cccc(C(F)(F)F)c2)on1 | 0% | · | 1% | -19 | -2% | -2% | 1% | -13 | 1% | 26% | -4%
Cc1cccc(C)c1NC(=S)N1CCCCCC1 | 0% | 1 | 3% | 12 | 1% | 5% | -4% | -21 | -1% | -40% | 2%
CNC(=O)Nc1cc(C(F)(F)F)cc(C(F)(F)F)c1 | 9% | -3 | -2% | -4 | 1% | 3% | 0% | 10 | -2% | 4% | -1%
COCCNC(=S)N1CCN(C(c2ccccc2)c2ccccc2)CC1 | -4% | 3 | 3% | -14 | -12% | -5% | 4% | 24 | 0% | -37% | 0%
CCC(C)NC(=O)/C=C/c1ccc(S(=O)(=O)NCc2ccco2)cc1 (stereo not given) | -10% | -2 | 6% | 30 | 4% | 3% | -21% | 4 | -4% | 34% | -2%
O=C(COc1ccccc1Br)Nc1ccccc1C(F)(F)F | -15% | 1 | ? | -14 | 1% | 7% | -10% | -4 | 4% | -14% | -3%
CCCC(C(=O)NC1CCCC1)N(Cc1ccccc1)C(=O)c1snc(C(N)=O)c1N (stereo not given) | 4% | 0 | 1% | -10 | 0% | 5% | -18% | -19 | 0% | -16% | 2%
N#CCCn1cc(C(=O)Nc2ccccn2)c(-c2ccccc2)n1 | 3% | 0 | 2% | 9 | -2% | -3% | -5% | 18 | -3% | 19% | -1%
COc1cccc(NC(=O)Cc2nnc(SCCOc3ccccc3)n2C)c1 | -3% | 8 | -3% | -6 | -15% | -10% | 5% | 0 | -3% | 7% | -3%
Cc1ccc(N(C(=O)c2csnn2)C(C(=O)NC2CCCC2)c2ccncc2)c(C)c1 (stereo not given) | -2% | 3 | 0% | 4 | -25% | -2% | 0% | -4 | -1% | 0% | 6%
Cc1[nH]nc2c1C1(CCN(Cc3ccccc3)CC1)C(C#N)=C(N)O2 | -2% | -5 | 0% | 9 | -6% | -4% | 1% | -18 | 9% | ? | -4%
Cc1csc(NC(=O)CSc2ccc3nnc(-c4ccncc4)n3n2)n1 | 8% | -3 | -2% | -25 | 3% | -1% | 4% | -15 | -4% | 17% | -11%
CCN(CC(=O)NC(C)(C)C)C(=O)c1ccccc1SCC(=O)NC1CCCCCCC1 | ? | · | -3% | 11 | 0% | -7% | -9% | -9 | -5% | 2% | -7%
O=S(=O)(c1ccccc1)N1CCN(Cc2ccc(Cl)cc2)CC1 | -8% | -10 | 0% | -2 | -4% | -7% | -6% | -4 | -3% | ? | 1%
CCN(CC(=O)NCc1cccs1)C(=O)c1ccc(OC)c(OC)c1 | -2% | · | 12% | 8 | -3% | 4% | · | -8 | -4% | · | 3%
Cc1cccc(NC(=O)c2ccc(COc3ccccc3[N+](=O)[O-])o2)n1 | -22% | -1 | -19% | 4 | -2% | 10% | 7% | -24 | 17% | 4% | 1%
Cc1ccc(N=Cc2c(O)n(-c3nccs3)c(=O)c3ccccc23)cc1 | -2% | -7 | ? | -6 | -2% | -1% | -11% | 8 | 2% | 2% | -5%

Quoted from the listing, 2 compounds:
SMILES | uPA generation | Coupling enz | FLuc modulator | KCNH2 3.1 inh | Tb PFK inh | ELG1 genotox | VP16 counter | Giardia killer | NPC1 promoter act | RORgamma inh | Rab9 prom act
N#CCCn1cc(C(=O)Nc2ccccn2)c(-c2ccccc2)n1 | 3% | 0 | 2% | 9 | -2% | -3% | -5% | 18 | -3% | 19% | -1%
COc1cccc(NC(=O)Cc2nnc(SCCOc3ccccc3)n2C)c1 | -3% | 8 | -3% | -6 | -15% | -10% | 5% | 0 | -3% | 7% | -3%

High-throughput results from PubChem BioAssay.

Hits appear at their usual frequency; overall some 14% were active at least once.
